Bioassay records deposited in PubChem BioAssay by Emory University Molecular Libraries Screening Center.
PGE2 EP2 inh – human EP2 receptor antagonists, primary screen, TR-FRET cAMP, C6 glioma cells. C6 glioma cells expressing human EP2; cells stimulated with saturating PGE2. inhibition, % at 25 µM. actives 0.52% (n = 260,000);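 active means percent inhibition above 40 after rounding to a whole number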;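 further: rat C6 glioma host cells with rolipram phosphodiesterase inhibitor present; the protocol text gives 20 µM as final concentration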
Target sequence (P43116 whole entry, looked up): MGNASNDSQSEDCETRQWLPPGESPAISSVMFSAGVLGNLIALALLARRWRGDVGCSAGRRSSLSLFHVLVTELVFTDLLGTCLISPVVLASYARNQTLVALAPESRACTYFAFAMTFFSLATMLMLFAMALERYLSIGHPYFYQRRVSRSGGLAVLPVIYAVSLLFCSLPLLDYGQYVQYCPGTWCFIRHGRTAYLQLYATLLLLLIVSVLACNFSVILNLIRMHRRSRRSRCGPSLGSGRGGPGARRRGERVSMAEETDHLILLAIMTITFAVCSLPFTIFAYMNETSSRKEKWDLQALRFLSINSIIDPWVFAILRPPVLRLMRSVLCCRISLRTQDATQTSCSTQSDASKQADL
* hit, by the source's call. These rows are one share of the data, so the mix of outcomes need not match the whole.

CCn1nnc(NC(=O)c2ccc(C)c(Cl)c2)n1 was read as PGE2 EP2 inh 2.7.
Screening CCC(c1nnnn1C(C)(C)C)N(Cc1cccs1)Cc1cc2cc3c(cc2[nH]c1=O)OCCO3 (stereo unspecified) returned PGE2 EP2 inh 6.8.
`COc1ccccc1C(=O)NCc1ccco1` gave PGE2 EP2 inh 5.3.
`COC(=O)c1cn(CC(=O)Nc2cccc(OC)c2)c2ccccc12` gave PGE2 EP2 inh 12.4.
COc1ccc(NC(=O)CSc2nnc(-c3ccccc3O)n2-c2ccccc2OC)cc1 was read as PGE2 EP2 inh 11.5.
`O=C(NCc1cccc(Br)c1)c1cc(-c2ccccc2)nn1CC1CC(c2cccnc2)=NO1` (stereo unspecified) gave PGE2 EP2 inh 6.4.
COc1ccc(OC)c(N(CC(=O)N2CCCCC2)S(C)(=O)=O)c1 was read as PGE2 EP2 inh 5.4.
C=CCOc1ccc(/C=C\c2nc(O)c([N+](=O)[O-])c(=O)[nH]2)cc1 was read as PGE2 EP2 inh 13.2.
`Cc1cc(OCc2nnc(SCC(=O)O)o2)ccc1Cl` gave PGE2 EP2 inh 19.6.
Screening O=C(O)Cn1ccc([N+](=O)[O-])n1 returned PGE2 EP2 inh 7.5.

Some of these compounds in order of count of non-hydrogen atoms, ascending:
Screening O=C(O)Cn1ccc([N+](=O)[O-])n1 returned PGE2 EP2 inh 7.5.
`COC(=O)c1cn(CC(=O)Nc2cccc(OC)c2)c2ccccc12` gave PGE2 EP2 inh 12.4.
COc1ccc(NC(=O)CSc2nnc(-c3ccccc3O)n2-c2ccccc2OC)cc1 was read as PGE2 EP2 inh 11.5.
`O=C(NCc1cccc(Br)c1)c1cc(-c2ccccc2)nn1CC1CC(c2cccnc2)=NO1` (stereo unspecified) gave PGE2 EP2 inh 6.4.
Screening CCC(c1nnnn1C(C)(C)C)N(Cc1cccs1)Cc1cc2cc3c(cc2[nH]c1=O)OCCO3 (stereo unspecified) returned PGE2 EP2 inh 6.8.

(list continues)
`CCCC(=O)NCCc1c2n(c3ccc(OC)cc13)CCCc1ccccc1-2` gave PGE2 EP2 inh 11.7.
For CCCOC(=O)Cn1cnc2sc(C)c(C)c2c1=O the results were PGE2 EP2 inh 4.3.
`O=C(COc1ccc(S(=O)(=O)N2CCCC2)cc1)NCc1ccc(Cl)cc1Cl` gave PGE2 EP2 inh 14.3.
Screening C/C(Cl)=C/Cn1c(NC2CCCCC2)nc2c1c(=O)n(C)c(=O)n2C returned PGE2 EP2 inh 12.9.
`CCOCc1nnc(NC(=O)c2ccc(Cl)cc2)s1` gave PGE2 EP2 inh 7.6.
For CCCN(C(=O)c1cc(OC)c(OC)c(OC)c1)c1nnc(-c2ccccc2C)s1 the results were PGE2 EP2 inh 12.5.
For Cc1nc(C)n(CCNC(=O)C2(C)CC(c3ccccc3)=NO2)n1 (stereo unspecified) the results were PGE2 EP2 inh 6.5.
Screening COc1ccc(NC(=O)CSc2nc3c(c(=O)n(C)c(=O)n3C)n2C)c(OC)c1 returned PGE2 EP2 inh 18.5.
For C#CCOCCOCCOCCNc1nc(N2CCN(C(=O)C([C@@H](C)CC)n3cc(C(N)COC(=O)C(F)(F)F)nn3)CC2)nc(N2CCN(C(=O)[C@H](CCCCN)n3cc(C(N)CC(C)C)nn3)CC2)n1 (stereo partly specified) the results were PGE2 EP2 inh 11.1.
For OCCNc1ncnc2sc3c(c12)CCC3 the results were PGE2 EP2 inh 9.2.
Screening CCc1nc(SCC(=O)Nc2cccc(NC(C)=O)c2)c2c(C)c(C)sc2n1 returned PGE2 EP2 inh 30.2.
For O=C(C1=C(O)C(=O)N(Cc2ccccc2)C1c1cccs1)c1ccco1 (stereo unspecified) the results were PGE2 EP2 inh 18.7.
`O=c1[nH]c(N2CCCCCC2)nc2c1CN(Cc1ccc(F)cc1)CC2` gave PGE2 EP2 inh 2.1.
`COc1ccc(NC(=O)CSc2nc3cc4c(cc3cc2C#N)OCCO4)cc1` gave PGE2 EP2 inh 22.7.
For O=C(Nc1ccc2c(c1)OCCO2)c1nc2c(nnn2Cc2ccccc2Cl)c(=O)[nH]1 the results were PGE2 EP2 inh 2.1.
For CCNC(=S)N1C2CCCC1CC(NC(=O)C1CC1)C2 (stereo unspecified) the results were PGE2 EP2 inh 5.3.
NC(N)=Nc1nc(CSCC/C(N)=N\S(N)(=O)=O)cs1 was read as PGE2 EP2 inh 15.1.
Cn1ccnc1C(NC(=O)Cc1cccc(F)c1)c1ccc(F)c(F)c1 (stereo unspecified) was read as PGE2 EP2 inh 7.1.
`CCC(c1nnnn1Cc1ccccc1)N(Cc1cc2cc(C)cc(C)c2[nH]c1=O)C1CCCCC1` (stereo unspecified) gave PGE2 EP2 inh 1.4.
`COc1ccccc1CNC(=O)CSc1nc(-c2ccco2)cc(C(F)(F)F)n1` gave PGE2 EP2 inh 8.9.

For convenience, some entries already given:
`COc1ccc(NC(=O)CSc2nc3cc4c(cc3cc2C#N)OCCO4)cc1` gave PGE2 EP2 inh 22.7.
For O=C(Nc1ccc2c(c1)OCCO2)c1nc2c(nnn2Cc2ccccc2Cl)c(=O)[nH]1 the results were PGE2 EP2 inh 2.1.
For CCNC(=S)N1C2CCCC1CC(NC(=O)C1CC1)C2 (stereo unspecified) the results were PGE2 EP2 inh 5.3.

(further entries)
For NC1=NC[C@H](Cc2ccccc2)N1CC1CCCCC1 the results were PGE2 EP2 inh 9.9.
Screening CC1CCCN(CC(C)(C)NC(=O)COc2ncnc3ccccc23)C1 (stereo unspecified) returned PGE2 EP2 inh 11.5.
For CCO[C@H]1OC(C(=O)O)=C[C@@H](c2coc3ccccc3c2=O)[C@@H]1CCCO the results were PGE2 EP2 inh 1.9.
`O=C(c1ccc(F)cc1)[C@H]1CCCN(C(=O)c2ccco2)C1` gave PGE2 EP2 inh 4.6.
Screening O=C1NC2(CCN(C(=O)C3CC(=O)N(c4ccc(F)cc4)C3)CC2)Oc2ccccc21 (stereo unspecified) returned PGE2 EP2 inh 8.2.
Screening O=C1NN(c2ccc(Br)cc2)C(=O)/C1=C/c1cccs1 returned PGE2 EP2 inh 12.1.
Screening O=C(Nc1ccc(S(=O)(=O)O)cc1)c1ccc2c(c1)S(=O)(=O)c1ccccc1C2=O returned PGE2 EP2 inh 18.5.
Screening CCN1CCCC1CN(Cc1ccc(O)c(OC)c1)Cc1ccccn1 (stereo unspecified) returned PGE2 EP2 inh 8.2.
`CCC(CN1CCOCC1)NC(=O)Cc1coc2c(C)c(C)ccc12` (stereo unspecified) gave PGE2 EP2 inh 4.0.
`CCN(CC)C(=O)CSc1nnc(-c2ccco2)n1-c1ccccc1OC` gave PGE2 EP2 inh 14.6.

Grouped by structure: the compounds so far containing bromine (two)
`O=C(NCc1cccc(Br)c1)c1cc(-c2ccccc2)nn1CC1CC(c2cccnc2)=NO1` (stereo unspecified) gave PGE2 EP2 inh 6.4.
Screening O=C1NN(c2ccc(Br)cc2)C(=O)/C1=C/c1cccs1 returned PGE2 EP2 inh 12.1.

Next part
COC/C=C/C1=CC2=CC(=O)C(C)(OC(=O)c3cnc4ccccc4n3)C(=O)C2=CO1 (stereo unspecified) was read as PGE2 EP2 inh 17.8.
For Cc1ccc2cc(C(c3nnnn3C3CCCCC3)N3CCCCC3)c(=O)[nH]c2c1 (stereo unspecified) the results were PGE2 EP2 inh 10.4.
COc1ccc(CCNC(=S)N2CCCC(c3nc4ccc(C)cc4[nH]3)C2)cc1OC (stereo unspecified) was read as PGE2 EP2 inh 14.3.
Cc1ccc(C)c2[nH]c(=O)c(CN(Cc3ccco3)C(=S)Nc3ccccc3)cc12 was read as PGE2 EP2 inh 9.3.
`CCn1c(SCC(=O)N2CCCC2)nnc1-c1cccs1` gave PGE2 EP2 inh 15.7.
O=C(NCc1ccccc1)N1CCCC1c1nc(-c2cccnc2)n[nH]1 (stereo unspecified) was read as PGE2 EP2 inh 9.8.
Screening COc1ccc(C(C)C)cc1S(=O)(=O)N1CCCCC1 returned PGE2 EP2 inh 18.8.
Screening Oc1c(Cl)cc(-c2nc3cnccn3c2NCc2ccc3c(c2)OCO3)cc1Cl returned PGE2 EP2 inh 7.7.
Screening N#Cc1cn(CC(=O)N2CCCCCC2)c2ccccc12 returned PGE2 EP2 inh 7.9.
Screening Cc1ccc2cc(C#N)c(SCC(=O)Nc3ccccc3C(F)(F)F)nc2c1C returned PGE2 EP2 inh 15.5.
For CCCn1c(SCC(=O)Nc2nc(C)cs2)nnc1-c1ccncc1 the results were PGE2 EP2 inh 18.3.
COc1ccc(OC)c2[nH]c(C(=O)N[C@@H](C)Cn3nnc4ccccc43)cc12 was read as PGE2 EP2 inh 5.6.
Screening O=C(NCCNC(=O)c1ccco1)c1ccccc1 returned PGE2 EP2 inh 6.4.
`O=C(Nc1ccc(F)cc1F)NC1CC2CCCC(C1)N2Cc1ccco1` (stereo unspecified) gave PGE2 EP2 inh 6.2.
CC(=O)Nc1ccc(C(=O)Nc2nnc(C(C)C)s2)cc1 was read as PGE2 EP2 inh 17.0.
Screening Cc1onc(-c2ccccc2)c1C(=O)Nc1ncc([N+](=O)[O-])s1 returned PGE2 EP2 inh 10.0.
COc1cc(C(=O)CSc2nc(N)cc(N)n2)ccc1NC(C)=O was read as PGE2 EP2 inh 14.4.
Screening COc1ccc(CCN(Cc2nc3ccccc3c(=O)[nH]2)C(=O)C2CCC2)cc1 returned PGE2 EP2 inh 5.6.
Screening CC1CC(OC(=O)c2ccccc2O)CC(C)(C)C1 (stereo unspecified) returned PGE2 EP2 inh 7.7.
For O=C1CCC(c2ccccc2)=NN1c1nc2ccccc2s1 the results were PGE2 EP2 inh 55.7*.
`CC(C)NC(=O)c1ccc(Cl)c(S(=O)(=O)N2CCOCC2)c1` gave PGE2 EP2 inh 7.3.
COc1ccc(NC(=O)Cn2nnc(-c3ccccc3NC(=O)c3ccncc3)n2)cc1 was read as PGE2 EP2 inh 7.1.
Screening CCc1cc2cc(C)c(C)cc2nc1SCC(=O)Nc1nccs1 returned PGE2 EP2 inh 7.9.
For Cc1cnc(C(=O)N[C@@H](Cn2nc(-c3ccc(F)c(F)c3)ccc2=O)C(C)C)cn1 the results were PGE2 EP2 inh 9.9.
`COc1ccc(C(=O)N/N=C2\C(=O)c3c(C)cc(C)cc3CC2(C)C)cc1` gave PGE2 EP2 inh 53.1*.
For CCOc1ccc2[nH]c(=O)c(-c3nc4ccccn4c3NCc3ccccc3)cc2c1 the results were PGE2 EP2 inh 24.1.
For CCc1sc(-c2cc3ccc(O)cc3oc2=O)nc1-c1ccccc1 the results were PGE2 EP2 inh 9.5.
Screening Cn1ccc(C(=O)Nc2cccnc2)n1 returned PGE2 EP2 inh 9.8.
Screening CCC(Oc1ccccc1)C(=O)Nc1nnc(C(CC)CC)s1 (stereo unspecified) returned PGE2 EP2 inh 5.3.
`CCc1c(C)[nH]c2c(OC)cccc2c1=O` gave PGE2 EP2 inh 12.8.
COc1cc(C2C3=C(CCCC3=O)N(C)C3=C2C(=O)CCC3)cc(Cl)c1OCC(=O)O was read as PGE2 EP2 inh 4.1.
`CCc1c(C)sc2ncn(C3CCN(C(=O)CN4CCCC4=O)CC3)c(=O)c12` gave PGE2 EP2 inh 10.3.
OC(CN1CCC2(CC1)CC(O)c1cc(Cl)ccc1O2)c1ccc(Cl)cc1 (stereo unspecified) was read as PGE2 EP2 inh 10.0.
Screening COC(=O)C1=C(C)Nc2nnnn2C1c1cccc(O)c1 (stereo unspecified) returned PGE2 EP2 inh 1.4.
For CCn1c(SCC(=O)Nc2ccc(C)cc2C)nnc1C(C)C the results were PGE2 EP2 inh 6.6.
COc1ccc(Cc2nnc(NC(=O)c3ccc(OC(C)=O)cc3)s2)cc1OC was read as PGE2 EP2 inh 15.6.
Screening COc1cc(OC)c(OC)cc1CNCCNC(=O)c1ccco1 returned PGE2 EP2 inh 9.6.
CC(=O)Oc1ccc2c(c1C(C)C)CCC1C(C)(C)CCC[C@]21C (stereo partly specified) was read as PGE2 EP2 inh 8.1.
`CC1(C)CC(=O)C2=C(C1)OC(N)=C(C#N)C2c1cc2c(cc1Br)OCO2` (stereo unspecified) gave PGE2 EP2 inh 9.3.
`CCOC(=O)c1c(NC(=O)CSc2nnc3c(C)cc4ccccc4n23)sc(C(C)=O)c1C` gave PGE2 EP2 inh 7.0.
Cn1c(SCC(=O)Nc2ccccc2Cl)nnc1C1CCCCC1 was read as PGE2 EP2 inh 4.7.
For O=C(NCCCn1ccnc1)c1ncoc1-c1ccccc1C(F)(F)F the results were PGE2 EP2 inh 5.2.
For CCN(CC)c1ccc2c(c1)OC(N)=C(C#N)C2c1ccccc1 (stereo unspecified) the results were PGE2 EP2 inh 4.6.
For COc1ccccc1NC(=S)N(CCN(C)C)Cc1cc2cc(C)cc(C)c2[nH]c1=O the results were PGE2 EP2 inh 7.3.
Cc1nnc(SCC(=O)Nc2ccc(C(C)(C)C)cc2)[nH]c1=O was read as PGE2 EP2 inh 7.2.
For COc1ccccc1N(Cc1cc2ccccc2[nH]c1=O)C(=O)c1cc(OC)c(OC)c(OC)c1 the results were PGE2 EP2 inh 6.2.
Cn1c(CNc2ccc(F)cc2)nnc1SCC(=O)N1CCCCC1 was read as PGE2 EP2 inh 13.1.
For Cn1c(SCC(=O)Nc2cccc(Cl)c2Cl)nnc1-c1ccco1 the results were PGE2 EP2 inh 6.9.
Screening Cc1c2cnccc2c(C)c2c1c1ccccc1n2CCOC(=O)c1ccccc1 returned PGE2 EP2 inh 38.6.
Screening Cc1nn(-c2ccccc2)c(Cl)c1C(=O)NCc1ccco1 returned PGE2 EP2 inh 8.8.
Screening CC(=O)OC1CCC2(C)C(=CC=C3C2CCC2(C)C3CCC2C(C)/C=C/C(C)C(C)C)C1(C)C (stereo unspecified) returned PGE2 EP2 inh 13.8.
`Cn1ccnc1C(NC(=O)N1CCOCC1)c1ccc(F)c(F)c1` (stereo unspecified) gave PGE2 EP2 inh 8.7.
For OCc1cccnc1 the results were PGE2 EP2 inh 12.2.
`COc1ccc(NC(=O)[C@H]2C=CCN2C(=O)c2ccco2)cc1` gave PGE2 EP2 inh 5.1.
Screening COc1ccc(-c2cc(C(F)(F)F)nc(SCC(=O)NC3CCCCCC3)n2)cc1OC returned PGE2 EP2 inh 25.9.
CN[C@H]1C[C@@H](N)[C@H](O)[C@@H](O[C@@H]2O[C@H](CO)[C@@H]3OC4(O[C@@H]3[C@@H]2O)O[C@H](C(N)CO)[C@H](O)[C@H](O)[C@H]4O)[C@@H]1O (stereo partly specified) was read as PGE2 EP2 inh 7.5.
